Menin MLL FP TR = menin-MLL binding inhibition, Texas Red mutant peptide; O00255; Menin + Texas Red MLL mutant peptide, fluorescence polarization; Potency, µM (series often up to 61.6 µM), for the others: at the highest dose FP activity change, negative = inhibition, most hits filed as inhibitors; 0.23% of 270,000 active; AID 1768; active means well fitted inhibition curve with a large enough effect in the polarisation, with a control signal flat, not every such curve was filed as active; inconclusive means small, poorly fitted or top-dose-only effect, or effect the other way, or a change in a side signal; inactive means no such curve, though single readings can be large or run the other way; the % refers to the polarisation; further: potency means the concentration at half of the fitted maximal effect; % of control where 0% means no effect; many of its hits are not listed in these tables
GALK inh = galactokinase (human) inhibition. P51570. Purified GALK, Kinase-Glo residual ATP luminescence. Potency, µM (highest dose often 57.5 µM), without a hit: at the top dose activity change, negative = inhibition, hits mostly inhibitors. 0.007% of 270,000 active; further: potency means the concentration at half of the fitted maximal effect; on the % scale 0 is the no-effect control and ±100 the full control effect
Target sequence (P51570 whole entry, looked up): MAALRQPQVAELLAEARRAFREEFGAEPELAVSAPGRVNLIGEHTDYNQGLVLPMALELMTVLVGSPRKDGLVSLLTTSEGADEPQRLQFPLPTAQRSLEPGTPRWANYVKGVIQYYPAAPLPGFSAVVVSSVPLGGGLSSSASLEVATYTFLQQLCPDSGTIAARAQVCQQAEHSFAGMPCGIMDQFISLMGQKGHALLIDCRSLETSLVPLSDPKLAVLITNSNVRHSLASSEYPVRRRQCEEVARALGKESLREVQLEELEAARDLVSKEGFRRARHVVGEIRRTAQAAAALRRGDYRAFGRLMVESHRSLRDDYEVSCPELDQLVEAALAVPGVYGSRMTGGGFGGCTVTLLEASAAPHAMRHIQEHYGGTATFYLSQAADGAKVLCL
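The enzyme phosphorylates galactose (100 uM) using ATP (35 uM); inhibition is detected as higher residual ATP, quantified by bioluminescence after 1 h reaction at room temperature, pH 8.0.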
Tb PFK block = inhibitors of T. brucei phosphofructokinase; 0.17% of 330,000 active; Potency, µM (top dose mostly 57.5 µM), inactives show top-dose activity, negative = inhibition, most hits filed as inhibitors; T. brucei PFK, ADP-Glo luminescence;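 further: potency means the concentration at half of the fitted maximal effect; 0% = uninhibited 1x PFK enzyme wells and -100% = no-enzyme wells; nearly all actives have a fitted effect of over 60% in size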
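Compounds were pin-transferred as a titration series up to 57 uM into substrate buffer (0.5 mM F6P, 0.1 mM ATP, pH 8.0), then 1.25 nM PFK was added and reactions ran 45 min before ADP-Glo detection.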
PTAP TSG101 blk = blocks PTAP/TSG101 interaction to inhibit HIV-1 budding | Q99816 | Fluorescence polarization, FITC-PTAP peptide / Tsg101 binding | Potency, µM (highest dose often 115 µM), for the others: at the top dose activity change, negative = inhibition, hits mostly inhibitors | 340,000 tested, under 10 active | AID 493005; active means well fitted inhibition curve with a large enough effect in the main read-out, with a control signal flat, not every such curve was filed as active; inconclusive means small, poorly fitted or top-dose-only effect, or effect the other way, or a change in a side signal; inactive means no such curve, though single readings can be large or run the other way; further: potency means the concentration at half of the fitted maximal effect; % of control where 0% means no effect
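Steps: Tsg101 binding domain dispensed (10 uM final), compounds pinned in DMSO, FITC-labeled PTAP-motif peptide added (50 nM final); after 20 min binding at room temperature, polarization measured.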
Coupling enz = coupling enzyme interference in Giardia aldolase counter-screen; activity change, negative = inhibition, % at 58.2 µM, hits read low; AID 2472; 0.67% of 290,000 active; coupling enzyme system counterscreen, AmpLite Red fluorescence; in the data active means activity change below about -30%; further: on the % scale 0 is the no-effect control and ±100 the full control effect
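Compounds tested against the coupling enzymes alone at 57.5 uM final; readout was AmpLite Red fluorescence (525/598 nm) after 20 min at RT.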
Integrin act MD = integrin-mediated muscular dystrophy alleviation activation | alpha7betagal myoblasts, beta-gal FDG fluorescence, 48 h | Potency, µM (titrated, usually from 38.3 µM), without a hit: at the highest dose activation, hits mostly activators | 0.064% of 350,000 active | AID 624291;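 further: potency means the concentration at half of the fitted maximal effect; 100% = response of the positive control SU9516; nearly all actives have a fitted effect of over 60% in size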
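Alpha7betagal+/- myoblasts (passage 13) were plated 16-24 hr, then exposed to compounds (1:260 dilution of DMSO stock) for 48 hours at 37C. After MPER lysis, β-galactosidase reporter activity was read as FDG fluorescence (ex 480/em 540) after 30 minutes.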
BCR signal inh = chronic active BCR signaling inhibition; AID 493014; ABC-DLBCL IkBa-CBG/CBR reporter, luminescence ratio, 4 h; 0.05% of 340,000 active; Potency, µM (series often up to 46.1 µM), for the others: at the highest dose ratio change, negative = lower green/red ratio, hits mostly inhibitors; active means well fitted inhibition curve with a large enough effect in the signal ratio, with a control signal flat, not every such curve was filed as active; inconclusive means small, poorly fitted or top-dose-only effect, or effect the other way, or a change in a side signal; the % refers to the signal ratio;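 further: potency means the concentration at half of the fitted maximal effect; plate controls were basal doxycycline-induced cells for no effect and cells given 10 µM MG132 for full effect; MG132 reads +100%, hits lower the ratio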
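Cell line TMD8 (human ABC DLBCL), stably expressing tet-inducible CBG68-IkBa fusion and CBR; IMDM/0.5% FBS; cpd up to 46 uM; dox induction, 4 h, 37C/5% CO2; dual luminescence; green/red ratio; MG132 control.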
PKM2 act = increases activity of human pyruvate kinase M2; P14618; purified PKM2, Kinase-Glo ATP luminescence, activation; response scale: 0% is enzyme alone, no compound; Potency, µM (highest dose often 57.5 µM), inactives show at the top dose activation, actives largely listed as activators; 0.34% of 260,000 active; further: potency means the concentration at half of the fitted maximal effect; on the % scale 0 is the no-effect control and ±100 the full control effect; nearly all actives have a fitted effect of over 55% in size
Target sequence (P14618 whole entry, looked up): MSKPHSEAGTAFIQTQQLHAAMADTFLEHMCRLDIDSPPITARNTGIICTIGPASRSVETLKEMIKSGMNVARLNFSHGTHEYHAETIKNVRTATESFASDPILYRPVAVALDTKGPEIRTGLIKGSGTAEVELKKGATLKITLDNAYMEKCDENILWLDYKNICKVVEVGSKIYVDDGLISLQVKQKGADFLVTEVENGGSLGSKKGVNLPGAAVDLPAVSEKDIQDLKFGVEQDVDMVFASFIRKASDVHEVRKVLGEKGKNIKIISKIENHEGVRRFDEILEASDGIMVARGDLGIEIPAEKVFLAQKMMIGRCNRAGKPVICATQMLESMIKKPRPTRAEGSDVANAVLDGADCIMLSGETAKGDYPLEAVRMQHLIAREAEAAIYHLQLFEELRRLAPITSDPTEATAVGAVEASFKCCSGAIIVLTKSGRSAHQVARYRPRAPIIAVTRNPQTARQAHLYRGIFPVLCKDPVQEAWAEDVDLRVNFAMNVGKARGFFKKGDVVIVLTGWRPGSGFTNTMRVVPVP
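Purified hPK-M2 (>95%) run at intermediate activity with 0.1 mM ADP and 0.5 mM PEP in 50 mM imidazole pH 7.2, KCl, MgCl2; 1 h room temperature. ATP formed read by Kinase-Glo luminescence; normalized to uninhibited and no-enzyme controls.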
Giardia killer = kills Giardia lamblia | Giardia lamblia trophozoite viability | activity change, % at 7.66 µM, hits read low | 0.15% of 340,000 active | AID 540267; in the data active means activity change below about -80%; inconclusive means between about -30% and that limit;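 further: parasites exposed to compound for two days anaerobically before the ATP read; on the % scale 0 is the no-effect control and ±100 the full control effect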
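Killing of trophozoites was scored by loss of ATP luminescence after a 48 hrs anaerobic exposure to compounds at 37 deg C, using 100 cells per well.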
B2AR arrestin = beta2AR (human) beta-arrestin recruitment activity; AID 492947; beta-arrestin recruitment to beta2AR, cell-based reporter; P07550; 0.02% of 330,000 active; Potency, µM (series often up to 46.1 µM), inactives show top-dose activation, actives largely listed as activators;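 further: potency means the concentration at half of the fitted maximal effect; 0% = DMSO controls and full agonism = EC100 isoproterenol or metaproterenol; nearly all actives have a fitted effect of over 65% in size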
S-ASM inh = inhibitors of human secretory acid sphingomyelinase; P17405; placental ASM, HMU-PC fluorogenic substrate, 60 min; Potency, µM (top dose mostly 57.5 µM), without a hit: at the top dose activity change, negative = inhibition, usual class: inhibitors; 0.006% of 340,000 active; AID 504937; further: potency means the concentration at half of the fitted maximal effect
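Human placenta-derived ASM preincubated with compound 10 min at room temperature, then reacted with 9 uM (final) fluorogenic HMU-PC substrate for 60 min at 37 C. Stop solution raises pH to 10; fluorescence read at Ex 386/Em 447 nm.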
Active calls of the source: *; i = inactive; ? = inconclusive; nt = not tested or not shown; [ ] = another dose, or the depositor's remark. Unless noted, the call rests on the fitted dose curve; in most records, active means well fitted curve in the direction sought with a large enough effect; inconclusive means small, poorly fitted or top-dose-only effect, or another doubt; inactive means no such curve, though single readings can be large; an effect the other way counts as inactive or inconclusive.

SMILES | Menin MLL FP TR | GALK inh | Tb PFK block | PTAP TSG101 blk | Coupling enz | Integrin act MD | BCR signal inh | PKM2 act | Giardia killer | B2AR arrestin | S-ASM inh
Cc1[nH]n(-c2ccccc2)c(=O)c1N=Nc1ccc(F)cc1 | 11% | -2% | 1% | 2% | 1 | -24% | -7% | nt | -8 | -0.6% | -2%
COc1ccc(OC)c(N2CC(O)=C(c3nc4ccccc4s3)C2=N)c1 | 10% | 1% | -2% | -6% | -5 | 13% | ? | -6% | -2 | 0.1% | -16%
COC(=O)C(C)(C)ONC(=O)Nc1ccc(C)cc1 | 0% | -1% | 7% | -7% | 4 | 9% | 0% | -5% | -1 | -0.5% | nt
FC(F)(F)c1nc(-c2cccs2)ncc1-c1nnnn1-c1ccc(Cl)cc1 | 4% | 1% | 1% | -6% | -3 | -57%[inhibitor] | 12% | -10% | -1 | 0.2% | -13%
COc1ccccc1C(=O)COC(=O)Cn1nc(C)c([N+](=O)[O-])c1C | nt | nt | -2% | -1% | nt | 31% | -11% | nt | -2 | 0.0% | nt
CC(C)(C)c1ccc(-c2csc(NNC3=NCCCCC3)n2)cc1 | -16% | -2% | -10% | -13% | -1 | -41% | ? | 1% | -18 | 0.2% | ?
COc1ccccc1NC(=S)NCc1ccc(Cl)cc1 | 13% | -5% | 0% | -1% | -1 | -19% | 11% | -3% | -8 | -0.2% | 1%
COc1ccc(NC(=O)C2CC(c3ccc(Cl)cc3)=NO2)cc1 (centres undefined) | -32% | -2% | 1% | 1% | 2 | 10% | -1% | -1% | ? | 0.0% | 6%
CC(=O)N/C(=C\c1ccccc1)C(=O)OC/C=C/c1ccccc1 | nt | 4% | 5% | -5% | nt | -10% | ? | -8% | 6 | 0.3% | 0%
Cc1onc(-c2ccccc2Cl)c1C(=O)Nc1nnc(-c2cccc([N+](=O)[O-])c2)s1 | ? | -1% | -2% | -2% | 16 | -12% | ? | -11% | 14 | -0.4% | -5%
O=C1CC(c2ccccc2)CC(O)=C1C=NCCN1CCN(C(=S)Nc2cccc(Cl)c2)CC1 (centres undefined) | 10% | 2% | 2% | -5% | -1 | 13% | 0% | 0% | 23 | -0.4% | -3%
Cc1cc(C(=O)C(C)OC(=O)c2ccc(NC(=O)CC#N)cc2)c(C)n1-c1ccccc1 (centres undefined) | nt | nt | -1% | -2% | nt | -28% | -8% | nt | -2 | 0.2% | -4%
NC(N)=NS(=O)(=O)c1ccc(NC(=S)NC(=O)/C=C/c2ccco2)cc1 | 16% | 0% | -1% | -1% | -1 | -13% | 0% | 5% | 12 | -0.2% | 1%
COc1ccc(OC)c(C(=O)CSc2nc3cccnc3n2C)c1 | ? | 1% | 4% | 0% | -40* | 13% | ? | -8% | 16 | -0.2% | -2%
O=C(CSc1ncn[nH]1)NNC(=O)c1ccccc1 | nt | nt | 5% | 2% | nt | 2% | -17% | nt | -4 | -0.2% | 4%
CCC(C)CCN1C(Nc2ccccc2)=NC[C@@H]1C (some centres undefined) | -9% | nt | -1% | 0% | 0 | -5% | -9% | -1% | -11 | -0.9% | 2%
O=C(OCC(=O)N1CCCc2ccccc21)c1cc(Br)ccc1O | nt | nt | -4% | 1% | nt | 3% | 1% | nt | 2 | -0.2% | 41%
COc1ccc(C(=O)OCc2nnc(-c3ccccc3)o2)cc1S(=O)(=O)N1CCOCC1 | nt | nt | 3% | 0% | nt | 4% | 1% | nt | -7 | -0.3% | 1%
C=CC[C@@H](CC(=O)N[C@H](CO)Cc1ccccc1)C(=O)NCCOC(=O)[C@@H](CC=C)CC(=O)OC(C)(C)C | nt | nt | -4% | -1% | nt | -22% | 0% | nt | -5 | 0.4% | 0%
COc1ccc(S(=O)(=O)N2CCN(c3ccc(F)cc3)CC2)cc1OC | 14% | 7% | -5% | -8% | 3 | ? | 2% | 6%[11.5 µM] | -20 | -0.2% | 5%
Cc1nn(S(=O)(=O)c2cccc([N+](=O)[O-])c2)c(C)c1S(=O)(=O)N1CCOCC1 | ? | -2% | 0% | 0% | -2 | 0% | 2% | nt | 1 | -1.0% | 5%
Cc1ccc(C(=O)N/C(=C\c2ccccc2)C(=O)NCC2CCCO2)cc1 (centres undefined) | -13% | 0% | 12% | -6% | 5 | -4% | 3% | 0% | 10 | -0.3% | 3%
Cc1cc(C(=O)Nc2cccc(S(=O)(=O)N3CCOCC3)c2)c2ccccc2n1 | nt | nt | 0% | -6% | nt | -9% | -17% | nt | -6 | 0.1% | 2%
Cc1cc(C(F)(F)F)n2nc(-c3cnn(C)c3C(F)(F)F)c(Cl)c2n1 | 32%[activator] | -2% | 5% | -5% | 4 | -4% | ? | -7% | -10 | 0.7% | -12%
O=C(Cn1cnc2c(OCc3ccccc3)ncnc21)NCCCn1ccnc1 | nt | nt | 9% | -6% | nt | 2% | 2% | nt | 2 | 0.1% | -2%
CC1CCCC(C(=O)O)N1C(=O)CCSSCCC(=O)N1C(C)CCCC1C(=O)O (centres undefined) | -2% | 5% | 2% | 1% | 3 | -5% | 7% | -3% | -12 | 5.5% | 1%
C/C(=N\NC(=O)CNc1cccc(C(F)(F)F)c1)c1ccc(Br)cc1 | -3% | 0% | -10% | 0% | 2 | 0% | ? | 2% | 9 | 0.1% | 0%
COc1cccc(-n2c(CCn3nc(C)c([N+](=O)[O-])c3C)n[nH]c2=S)c1 | -14% | -4% | -17% | -3% | 1 | 0% | 0% | -25% | 42[activator] | -0.7% | 9%
COc1cccc(-n2nc(C(=O)Nc3ccc4c(c3)OCO4)c3ccccc3c2=O)c1 | 0% | -2% | 6% | -2% | 0 | 8% | 4% | -13% | 16 | 0.0% | -23%
COc1ccccc1NS(=O)(=O)c1ccc(C(=O)NCCCn2ccnc2)cc1 | nt | nt | 7% | 3% | nt | 1% | 0% | nt | -1 | -0.1% | -1%
CCn1c(N)nc2c1c(=O)n(C)c(=O)n2C | -17% | 1% | 0% | -3% | 2 | 18% | 4% | 1% | 0 | 0.0% | 3%
Cc1csc2cc(-c3cccc([N+](=O)[O-])c3)c(-c3cccc([N+](=O)[O-])c3)c[n+]12 | -16% | 2% | -5% | -4% | 1 | ? | -1% | -7% | 11 | -1.5% | 0%
CCOC(=O)N1CCN(c2ccc([N+](=O)[O-])cc2)CC1 | 10% | 2% | -2% | -3% | -3 | -3% | ? | -4% | 4 | 4.3% | -3%
COc1ccc(Cl)cc1C(=O)N1CCC2(CC1)CC(=O)c1ccccc1O2 | nt | nt | 16% | -3% | nt | 8% | ? | nt | 4 | 0.1% | 1%
CCOc1ccc(S(=O)(=O)N2Cc3ccccc3CC2C(=O)NCCCn2ccnc2)cc1 (centres undefined) | -22% | 4% | 1% | -6% | 0 | -7% | -1% | 6% | 5 | -0.5% | 7%
COc1ccc([C@@H](C)NC(=O)c2ccc3oc(C(C)C)nc3c2)cc1 | ? | -1% | 0% | 2% | 0 | 16% | 8% | nt | -12 | 0.3% | -1%
CC1(C)CC(=O)C=C(NCCN2CCN(C(=O)Nc3ccc(Cl)cc3)CC2)C1 | -1% | 3% | -2% | -4% | 0 | -19% | ? | 1% | 7 | 0.1% | 0%
Fc1cccc(Cc2noc(CN3CCCCC3c3ccccn3)n2)c1 (centres undefined) | -12% | 0% | 0% | -4% | -2 | -22% | -5% | -9% | -4 | -0.7% | 2%
Cc1sc2nc(SCc3ccccc3)n(Cc3ccco3)c(=O)c2c1C | -17% | -1% | -7% | -6% | 6 | -29% | -7% | -4% | 0 | 0.1% | -12%
CCOC(=O)c1ccc(-c2ccc(/C=N/NC(=O)CN(c3ccccc3Cl)S(C)(=O)=O)o2)cc1 | -5% | -2% | 0% | -2% | -2 | 12% | -6% | 4% | -11 | -1.2% | i
CCn1c(=S)sc2c(=O)n(CC(=O)Nc3cccc(OC)c3)c(C)nc21 | ? | -2% | 1% | -9% | 2 | 0% | -8% | -1% | 6 | 0.3% | -10%
CCC(=O)NC(=S)Nc1ccc(NC(=O)c2ccc([N+](=O)[O-])cc2)cc1 | ? | 1% | -3% | 0% | -1 | 5% | ? | 4% | 0 | -4.0% | 0%
Cc1ccc(NC(=O)CN2C(=O)C(C)Oc3ccccc32)nc1 (centres undefined) | 11% | 10% | -6% | -5% | 3 | -4%[7.66 µM] | ? | 1% | 0 | 0.0% | 4%
CCCOC(=O)c1ccc(-c2c(C)noc2-c2ccc(OC)cc2O)o1 | 26% | 0% | 0% | -10% | 0 | ? | ? | -1% | 43[activator] | -0.8% | ?

Bioassay records deposited in PubChem by National Center for Advancing Translational Sciences (NCATS).

Not all compounds are listed; the hit share may differ from the screen's.
